MITF inh: MITF inhibitors, primary screen, biochemical, AlphaScreen, human. AID 1259374, 2018. inhibition, % at 2.6 µM. Microphthalmia-associated transcription factor (Homo sapiens), O75030. AlphaScreen MITF homodimerization, bead proximity signal. 0.91% of 650,000 active; in the data active = inhibition above about 50%;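 note: 0% = vehicle wells with protein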
Target sequence (O75030 whole entry, looked up): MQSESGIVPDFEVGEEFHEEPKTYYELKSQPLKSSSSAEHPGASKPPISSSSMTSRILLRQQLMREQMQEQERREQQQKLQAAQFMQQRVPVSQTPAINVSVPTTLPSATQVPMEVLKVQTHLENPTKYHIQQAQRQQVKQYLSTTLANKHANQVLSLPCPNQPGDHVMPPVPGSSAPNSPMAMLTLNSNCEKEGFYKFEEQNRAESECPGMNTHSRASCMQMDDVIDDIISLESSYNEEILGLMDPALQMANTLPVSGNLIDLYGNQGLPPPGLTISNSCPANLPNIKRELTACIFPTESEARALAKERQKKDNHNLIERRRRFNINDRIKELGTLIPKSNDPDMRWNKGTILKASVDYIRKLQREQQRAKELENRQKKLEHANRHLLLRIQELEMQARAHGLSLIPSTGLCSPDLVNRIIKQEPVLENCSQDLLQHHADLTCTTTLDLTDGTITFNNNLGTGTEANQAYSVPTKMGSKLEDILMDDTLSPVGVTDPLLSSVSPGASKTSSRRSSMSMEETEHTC
TEAD-YAP inh: TEAD-YAP interaction inhibition, primary screen, TEAD-YAP interaction inhibitor project, luminescence, HEK-TIYL cells; TEAD-Gal4/YAP UAS-luciferase luminescence; inhibition, % at 9.12 µM; 1.4% of 640,000 active; AID 1259422, 2018; in the data active = inhibition above about 32%;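 note: 0% = median of test compound wells and 100% = reference inhibitor wells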
GPR151 ag: activators of human GPR151, primary screen, cell-based, PathHunter beta-arrestin, luminescence; G-protein coupled receptor 151 (Homo sapiens), Q8TDV0; PathHunter beta-arrestin GPR151 cells; activation, % at 11.2 µM; 1% of 650,000 active; AID 1508602, 2020; in the data active = activation above about 4.9%;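 note: 0% = median of compound wells and 100% = cells with positive control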
Target sequence (Q8TDV0 whole entry, looked up): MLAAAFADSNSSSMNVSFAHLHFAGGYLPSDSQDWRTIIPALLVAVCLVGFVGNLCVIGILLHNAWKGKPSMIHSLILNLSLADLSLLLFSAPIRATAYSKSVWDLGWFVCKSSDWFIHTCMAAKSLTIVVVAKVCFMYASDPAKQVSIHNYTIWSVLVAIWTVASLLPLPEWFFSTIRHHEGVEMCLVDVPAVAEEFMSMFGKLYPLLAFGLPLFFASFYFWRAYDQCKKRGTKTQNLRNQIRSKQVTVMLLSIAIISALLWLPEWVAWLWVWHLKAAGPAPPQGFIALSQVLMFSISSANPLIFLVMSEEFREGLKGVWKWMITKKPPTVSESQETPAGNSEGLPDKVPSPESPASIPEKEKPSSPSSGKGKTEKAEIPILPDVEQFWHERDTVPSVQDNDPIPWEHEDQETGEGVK
FBW7 activator: FBW7 E3 ligase activators, primary screen, biochemical, AlphaScreen, human | F-box/WD repeat-containing protein 7 (Homo sapiens), Q969H0 | AlphaScreen FBW7–phospho-cyclin E peptide binding, activator screen | normalized activity (activation), % at 26.1 µM | 0.13% of 650,000 active | AID 1259310, 2017; in the data active = normalized activity above about 1.9%;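 note: purified mutant Fbw7 with reduced substrate affinity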
* hit, by the source's call.

SMILES	MITF inh	TEAD-YAP inh	GPR151 ag	FBW7 activator
CCCCN1C(=O)C(O)(c2c[nH]c3ccccc23)c2ccccc21 (stereo not given)	5	5	-0.4	-0.1
COc1cc(NC(=O)Nc2cc(OC)c(Cl)cc2OC)c(OC)cc1Cl	-12	-9	-0.3	-0.2
O=C(O)/C(=C\C(=O)c1ccccc1)NCc1ccccc1	13	-52	0.8	0.0
Nc1c(C(=O)Nc2ccc(F)cc2)nnn1Cc1cccc(F)c1	-13	-9	-0.2	-0.1
COC(=O)c1cn(C(=O)c2ccccc2F)nc1N	0	-6	-0.5	-0.1
O=C(N/N=C/c1cc(Br)cc([N+](=O)[O-])c1O)c1ccc(F)cc1	21	-8	0.1	0.3
CCC(=O)N1c2ccccc2NC2=C(C(=O)CC(C)(C)C2)C1c1ccc(OCc2ccccc2)cc1 (stereo not given)	7	1	1.2	0.1
O=C(N1CCCCC1)C1(c2ccc([N+](=O)[O-])cc2)CCCC1	-22	-7	-1.4	0.0
CC(C)n1c(Nc2cccc(N(C)C)c2)nc2c(NCCc3ccc(O)cc3)ncnc21	13	12	0.3	0.3
O=C(O)Cc1cc2c(n1Cc1ccc(F)cc1)CCCC2=O	16	-1	0.8	0.1
COC(=O)c1ccc(C(=O)OC)c(NC(=O)c2ccc(COc3ccccc3)o2)c1	8	14	0.1	-0.2
COc1ccc(CNC(=O)c2sc3nc(-c4cccs4)ccc3c2N)cc1	1	4	0.3	1.3
Cc1cc(OCC(=O)NN)cc(C)c1Cl	8	0	-0.9	0.2
Cn1c(C(=O)NCc2ccccn2)cc2oc3ccccc3c21	0	-25	0.0	-0.3
O=C(Nc1ccc2c(c1)C(=O)NC2=O)c1ccc(I)cc1	8	3	-1.1	0.2
CC(C)(C)NC(=O)C(=O)NNC(=O)COc1ccccc1	14	5	0.2	0.1
COc1cccc(NC(=O)c2sc3nc(N)c(C#N)c(-c4ccc(C(C)C)cc4)c3c2N)c1	52*	-5	1.4	0.0
N#C/C(=C\c1ccccc1O)C(=O)Nc1ccc(F)cc1	4	-45	0.8	0.7
CCOC(=O)CN(Cc1ccc(OC)c(OC)c1)S(=O)(=O)c1ccc(F)cc1	17	-14	-1.4	0.4
COc1ccc(-c2ncc(C)c(NCCCN3CCCC3=O)n2)cn1	10	2	-0.2	0.2
Cc1sc2nc(SCC(=O)c3ccc(O)cc3O)[nH]c(=O)c2c1C	7	8	1.7	-0.1
COc1cccc([C@@H]2C[C@H](C(=O)NC(C)(C)C)N(C)S(=O)(=O)N2)c1	19	1	2.8	0.0
COc1ccc2c(c1OC)C(=O)OC2CC(=O)c1ccc(O)cc1O (stereo not given)	3	7	0.4	-0.2
COc1ccc(Nc2nc(N)nc(C3CCCCC3=O)n2)cc1 (stereo not given)	-1	-8	1.3	0.1
COc1ccc(/C=N/n2c(=O)c3c(ncn3/N=C/c3ccc(OC)cc3)n(C)c2=O)cc1	0	0	0.6	-0.2
Cc1ccsc1-c1nc(CSCC(=O)N2CCN(Cc3ccccc3)CC2)c(C)o1	2	4	0.6	-0.2
O=C(NCc1ccccc1)c1ccc(-c2cccc([N+](=O)[O-])c2)o1	6	2	4.2	-0.3
Cc1[nH]c2ccccc2c1CCNC(=O)NC(=O)c1cccc(Cl)c1	20	-1	-0.1	0.6
Cc1ccc(/C(O)=C2/C(=O)C(=O)N(Cc3cccnc3)C2c2cccc(F)c2)cc1 (stereo not given)	-15	-6	-0.6	0.1
COc1cc(C)ccc1OCCOCCn1c(-c2ccc(Cl)cc2)nc2ccccc2c1=O	15	2	-0.8	0.1
CC(=O)c1ccccc1OCC(O)CN(CCO)CCO (stereo not given)	-8	7	1.8	-0.1
COc1ccccc1/C=c1\sc2nc3ccccc3n2c1=O	14	-18	-1.2	0.4
NC(=O)C1CCN(C(c2ccc(Cl)cc2)c2nnnn2C2CCCCC2)CC1 (stereo not given)	2	10	0.6	0.1
Cc1[nH]c2ccc(-c3nnc(SCCC#N)n3C)cc2c1C	10	-2	1.6	0.0
CC(C)c1ccc2oc(-c3ccc(NC(=O)COc4ccc(Cl)cc4Cl)cc3)nc2c1	-1	1	0.3	0.0
COc1ccc(CCNC(=O)CN(c2cc(C(F)(F)F)ccc2Cl)S(C)(=O)=O)cc1OC	-3	-11	-1.9	-0.1
Cc1c(Cl)cccc1NC(=O)CCN1CCCCC1	-2	-9	-0.4	-0.4
Clc1ccc2nc(-c3ccccc3)[nH]c2c1	6	-8	-6.0	0.2
COc1ccccc1/C=C1\N=C(c2ccccc2)OC1=O	-4	-2	0.2	0.1
O=C(Nc1ccnn1C1CCN(C(=O)c2csc3c2CCCC3)CC1)C1CC1	5	-1	-0.9	-0.1
CCC(=O)N1N=C(c2ccc(Cl)cc2)CC1c1cc2cc(OC)ccc2nc1Cl (stereo not given)	-6	-3	-1.8	0.0
CC(=O)c1cccc(-c2cccc(C(=O)NCCc3ccc(O)cc3)c2)c1	-10	-8	-1.4	0.1
CCOc1ccc(Nc2nc(Nc3ccc(OCC)cc3)nc(SC3=NCCS3)n2)cc1	-11	6	-0.7	0.6
Cc1cccc(NC(=O)c2ccc(S(=O)(=O)N3CCCC3)cc2)c1	6	12	0.5	0.3
O=c1c2ccccc2cnn1Cc1n[nH]c(=S)n1-c1ccccc1	-6	4	2.7	0.0
COc1cc2ncn3c(=O)n(CC(=O)NC4CCCC4)nc3c2cc1OC	-1	6	0.0	0.0
CCC[C@@H]1NC(=O)[C@@H]2C[C@H](NC(=O)Nc3cc(Cl)ccc3C)CN2C1=O	12	-5	0.2	0.1
CCCSc1nnc2c(n1)OC(c1ccc(OC(C)=O)cc1OC(C)=O)N(C(C)=O)c1ccccc1-2 (stereo not given)	10	-4	0.9	0.0
C[C@@H](NC(=O)N[C@H]1C[C@H]2C(=O)N[C@@H](Cc3ccccc3)C(=O)N2C1)c1ccccc1	-2	-4	-0.7	0.1
O=C(Nc1cccc2cccnc12)C1CCCO1 (stereo not given)	4	-4	-0.8	-0.1

Next part:
SMILES	MITF inh	TEAD-YAP inh	GPR151 ag	FBW7 activator
CN(C)CCNC(=O)c1ccc2nc(-c3cccs3)c(-c3cccs3)nc2c1	16	-8	-0.8	0.2
Cn1cccc1/C=C(/C#N)c1ccc(Br)cc1	23	-17	1.5	-0.3
COc1ccc(C2OC(=O)C(O)=C2C(C)=O)cc1 (stereo not given)	32	6	0.2	0.4
N#CC1=C(SCc2ccccc2)NC(=O)CC1c1cccc(Cl)c1 (stereo not given)	-4	-17	0.1	-0.1
Cc1cccc(OCCCC(=O)Nc2ccc(S(=O)(=O)Nc3cc(C)nc(C)n3)cc2)c1	-7	-4	-0.4	0.0
COc1ccc(NS(=O)(=O)c2ccc3c(c2)CCN3C(=O)C2CCC2)cc1Cl	-1	16	0.4	0.1
N#Cc1cc([N+](=O)[O-])ccc1NCCN1CCOCC1	-7	-5	-0.6	0.0
O=C(CNCc1ccccc1)Nc1ccc(C(=O)N2CCCC2)cc1	7	44*	-6.3	-0.1
Cc1ccc(CN(CC(N)=O)S(=O)(=O)c2ccc(C)cc2)cc1	10	2	-0.9	0.2
O=C(c1c[nH]c2ccc(S(=O)(=O)N3CCOCC3)cc2c1=O)N1CCCC1	1	0	-1.0	0.0

Random excerpt: 4 compounds from above.
SMILES	MITF inh	TEAD-YAP inh	GPR151 ag	FBW7 activator
N#CC1=C(SCc2ccccc2)NC(=O)CC1c1cccc(Cl)c1 (stereo not given)	-4	-17	0.1	-0.1
O=C(c1c[nH]c2ccc(S(=O)(=O)N3CCOCC3)cc2c1=O)N1CCCC1	1	0	-1.0	0.0
Cc1cccc(OCCCC(=O)Nc2ccc(S(=O)(=O)Nc3cc(C)nc(C)n3)cc2)c1	-7	-4	-0.4	0.0
CN(C)CCNC(=O)c1ccc2nc(-c3cccs3)c(-c3cccs3)nc2c1	16	-8	-0.8	0.2

Looked up above:
In TEAD-YAP inh, COc1ccc(NS(=O)(=O)c2ccc3c(c2)CCN3C(=O)C2CCC2)cc1Cl has the entry 16
In FBW7 activator, O=C(N1CCCCC1)C1(c2ccc([N+](=O)[O-])cc2)CCCC1 has the entry 0.0
In MITF inh, COc1cc2ncn3c(=O)n(CC(=O)NC4CCCC4)nc3c2cc1OC has the entry -1
In TEAD-YAP inh, COc1ccc(-c2ncc(C)c(NCCCN3CCCC3=O)n2)cn1 has the entry 2
In FBW7 activator, O=C(N/N=C/c1cc(Br)cc([N+](=O)[O-])c1O)c1ccc(F)cc1 has the entry 0.3
In TEAD-YAP inh, O=C(Nc1ccnn1C1CCN(C(=O)c2csc3c2CCCC3)CC1)C1CC1 has the entry -1

Later entries
SMILES	MITF inh	TEAD-YAP inh	GPR151 ag	FBW7 activator
Cc1ccc(N(C(=O)c2csnn2)C(C(=O)NCc2ccccc2)c2ccccn2)cc1 (stereo not given)	14	-5	-0.2	-0.1
CC1CCN(S(=O)(=O)c2ccc(C(=O)Nc3cccc4c3C(=O)NC4=O)cc2)CC1	3	5	-0.1	0.2
COc1cc([N+](=O)[O-])cc(/C=N/NC(=O)NC23CC4CC(CC(C4)C2)C3)c1O	14	17	1.8	0.1
COC(=O)CCC(=O)Nc1ccc([N+](=O)[O-])cc1	-4	-11	1.0	0.7
Cc1cc(NS(=O)(=O)c2ccc(Nc3nc(-c4ccc(F)cc4F)cs3)cc2)no1	2	10	0.1	-0.2
CCSc1nnc(C)c2ccccc12	11	-6	0.6	0.1
COc1ccccc1NS(=O)(=O)c1cc2[nH]c(=O)c(=O)[nH]c2cc1C	3	-4	-1.0	-0.1
CCCN1Cc2cccc(C(=O)Nc3ccc4c(c3)OCO4)c2C1=O	5	13	-0.2	0.5
COc1cccc(C(C2=C(O)CC(C)(C)CC2=O)C2C(=O)CC(C)(C)CC2=O)c1 (stereo not given)	-3	5	-0.4	0.0
CCOC(=O)c1cnc2c(C)c(Cl)ccc2c1N1CCOCC1	-8	-2	0.0	-0.1

Of the compounds above, 2 have a COOH group.
SMILES	MITF inh	TEAD-YAP inh	GPR151 ag	FBW7 activator
O=C(O)/C(=C\C(=O)c1ccccc1)NCc1ccccc1	13	-52	0.8	0.0
O=C(O)Cc1cc2c(n1Cc1ccc(F)cc1)CCCC2=O	16	-1	0.8	0.1

More structures.
SMILES	MITF inh	TEAD-YAP inh	GPR151 ag	FBW7 activator
O=C(CCn1nnc2ccccc21)OCC(=O)c1ccc([N+](=O)[O-])cc1	5	4	0.0	-0.1
Cc1nc2ccccc2c(=O)n1NC(=O)c1ccccc1F	-12	8	1.7	0.0
CCCCn1c(SCC(=O)O)nc2ccsc2c1=O	0	-4	-0.6	0.0
COc1ccc(-c2oc3ncn4nc(-c5cc6ccccc6cc5O)nc4c3c2-c2ccc(OC)cc2)cc1	-7	2	-0.2	0.0
O=[N+]([O-])c1cccc(-c2noc(Cc3ccccc3)n2)c1	7	-3	0.6	0.0
CC(C)[C@@H](CO)Nc1ccnc2c(-c3ccccc3F)cnn12	10	56*	2.6	0.1
Cc1ccsc1C1CC(c2cccs2)=NN1S(C)(=O)=O (stereo not given)	6	15	3.9	0.1
CC(C)N(CC#CCC(O)(c1ccccc1)c1ccccc1)CCO	-5	2	-0.6	-0.3
O=C(CCC(NC(=O)c1ccccc1Br)C(=O)OCc1ccccc1)OCc1ccccc1 (stereo not given)	17	8	-1.8	0.0
COC(=O)c1ccc(C2C3=C(CC(C)(C)CC3=O)OC3=C2C(=O)CC(C)(C)C3)cc1	6	15	-0.1	0.0
CSc1ccc(/C=C(/C#N)c2ccc(C(=O)O)cc2)cc1	-6	-39	1.8	-0.1
S=C(Nc1ccc2c(c1)OCO2)Nc1ccc(Br)cn1	4	-3	0.8	0.1

Assay outcomes (PubChem)

No enrichment for hits; about 3.4% have a hit in one of these screens.
